TCR act: T cell receptor activation | Potency, µM (doses to about 9.22 µM), for the others: at the top dose activation of IL-2 secretion, hits mostly activators | AID 504894 | primary human leukocytes, anti-CD3, IL-2 HTRF, 48 h | 330,000 tested, under 10 active; also: % of control where 0% means no effect
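Compounds are tested in HTS on primary human leukocytes co-incubated with a-CD3 beads for 48 hr. IL-2 output is measured by time-resolved FRET.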
Giardia killer: Giardia lamblia killing | AID 540267 | 340,000 tested, 0.15% active | Giardia lamblia trophozoite viability | activity change, % at 7.66 µM, hits read low; in the data active = activity change below about -80%; inconclusive = between about -30% and that limit;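 also: parasites exposed to compound for two days anaerobically before the ATP read; % is scaled to controls: 0 for no effect and ±100 for the full control effect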
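Luminescence from cellular ATP indicates surviving trophozoites (100 cells/well) following 48 hrs anaerobic compound treatment at 37 deg C; signal develops 15-30 min at room temperature.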
Chronic BCR inh: blocks chronic active B-cell receptor signaling. 340,000 tested, 0.05% active. ABC-DLBCL IkBa-CBG/CBR reporter, luminescence ratio, 4 h. Potency, µM (top dose mostly 46.1 µM), without a hit: top-dose ratio change, negative = lower green/red ratio, usual class: inhibitors; active = well fitted inhibition curve with a large enough effect in the signal ratio, with a control signal flat, not every such curve was filed as active; inconclusive = small, poorly fitted or top-dose-only effect, or effect the other way, or a change in a side signal; the % refers to the signal ratio;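 also: potency is read from the fitted curve at half-maximal effect; plate controls were basal doxycycline-induced cells for no effect and cells given 10 µM MG132 for full effect; MG132 reads +100%, hits lower the ratio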
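TMD8 human ABC-DLBCL cells with doxycycline-inducible IκBα–green luciferase fusion and unfused red luciferase, in 0.5% FBS medium; compounds up to 46 uM, 4 h at 37C. Green/red luminescence ratio, filter-overlap corrected, fitted to concentration-response curves.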
Tb PFK block: inhibitors of T. brucei phosphofructokinase. Potency, µM (doses to about 57.5 µM), inactives show top-dose activity, negative = inhibition, usual class: inhibitors. T. brucei PFK, ADP-Glo luminescence. 330,000 tested, 0.17% active. AID 485367;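 also: potency is read from the fitted curve at half-maximal effect; 0% = uninhibited 1x PFK enzyme wells and -100% = no-enzyme wells; nearly all actives have a fitted effect of over 60% in size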
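PFK 1.25 nM, F6P 0.5 mM, ATP 0.1 mM, 0.1 M TEA pH 8.0, 5 mM MgCl2, 0.01% Tween20, 0.1% BSA; 45 min RT. ADP-Glo readout. qHTS titration up to 57 uM; curves fitted, compounds curve-classed.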
MLL CXXC-DNA inh: MLL CXXC-DNA interaction inhibition | AID 2662 | MLL-CXXC / FITC-HOXA9 DNA fluorescence polarization | 290,000 tested, 0.037% active | Q03164 | Potency, µM (titrated, usually from 115 µM), for the others: at the top dose activity change, negative = inhibition, actives largely listed as inhibitors; active = well fitted inhibition curve with a large enough effect in the polarisation, with a control signal flat, not every such curve was filed as active; inconclusive = small, poorly fitted or top-dose-only effect, or effect the other way, or a change in a side signal; inactive = no such curve, though single readings can be large or run the other way; the % refers to the polarisation; also: potency is read from the fitted curve at half-maximal effect
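Steps: dispense CXXC domain solution (7 uM) → pin compounds or unlabeled HOX-A9 DNA control → 5 min ambient → add FLSN-HOX-A9 solution (50 nM) → spin → 30 min ambient → fluorescence polarization. Tris pH 7.5/NaCl/DTT/BSA buffer.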
FBPA coupling cs: counter-screen for Giardia aldolase inhibitors: coupling enzyme system | coupling enzyme system counterscreen, AmpLite Red fluorescence | activity change, negative = inhibition, % at 58.2 µM, hits read low | 290,000 tested, 0.67% active; in the data active = activity change below about -30%; also: % is scaled to controls: 0 for no effect and ±100 for the full control effect
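Final compound at 57.5 uM, incubated 10 min at RT with coupling enzyme reagent (glyceraldehyde-3-phosphate), then 20 min with substrate and AmpLite Red detection. Fluorescence read at 525/598 nm; tests interference with the coupling assay, not aldolase inhibition.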
KCNH2 WT inh: blocks the wildtype human KCNH2 potassium channel; U2OS, BacMam KCNH2, thallium flux FluxOr; hits give low values; activity change, % at 1.84 µM; 340,000 tested, 0.37% active; AID 720551;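 active = maximum activity change below -70%; inconclusive = maximum activity change between -70% and -50%; inactive = maximum activity change above -50%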; also: % is scaled to controls: 0 for no effect and ±100 for the full control effect
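U2OS cells were transduced with wild-type KCNH2 virus (2.03 x 10^8 / mL) for 4 h at room temperature, then cultured overnight at 37 C. Thallium flux was read with FluxOr dye. Rate constants were normalized to DMSO controls.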
TSHR antag: human thyrotropin receptor antagonism; activity change, negative = inhibition, % at 11.5 µM; TSHR-expressing cells, TSH-stimulated cAMP HTRF, 2 h; hits give low values; P16473; 330,000 tested, 0.2% active;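 active = activity change below a set negative limit, meaning inhibition stronger than a set level, cut at about -70% in these data; inconclusive = activity change between two set negative limits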; also: % is scaled to controls: 0 for no effect and ±100 for the full control effect
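Freshly harvested TSHR cells receive pin-tooled compound, then EC80 TSH at 4nM final. After 2 hours at 37 deg C, antibody in lysis buffer and cAMP-d2 are added; 30 minutes at ambient temperature precede the HTRF read.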
GALK inhibitor: galactokinase (human) inhibition. P51570. Purified GALK, Kinase-Glo residual ATP luminescence. Potency, µM (doses to about 57.5 µM), without a hit: top-dose activity change, negative = inhibition, most hits filed as inhibitors. 270,000 tested, 0.007% active. AID 1868; also: potency is read from the fitted curve at half-maximal effect; % is scaled to controls: 0 for no effect and ±100 for the full control effect
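The enzyme phosphorylates galactose (100 uM) using ATP (35 uM); inhibition is detected as higher residual ATP, quantified by bioluminescence after 1 h reaction at room temperature, pH 8.0.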
AT treatment: potential ataxia-telangiectasia treatments restoring KAP-1 phosphorylation; […] A-T fibroblasts, KAP-1 phosphorylation AlphaLISA; neocarzinostatin DNA damage 30 min before lysis; Potency, µM (titrated, usually from 57.5 µM), inactives show at the top dose activation, usual class: activators; 320,000 tested, 0.19% active; AID 485349; also: potency is read from the fitted curve at half-maximal effect; % of control where 0% means no effect; nearly all actives have a fitted effect of over 45% in size
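ATM-like activity read as KAP-1 phosphorylation via AlphaLISA donor/acceptor antibody pairs after lysis and 6 hr at 25C. Cells were ATM-null patient fibroblasts ([…], hTERT), dosed 60 min, then exposed to the DSB inducer NCS for 30 min.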
Active calls of the source: *; i = inactive; ? = inconclusive; · = no result given; [ ] = dose if it differs, or a comment. Unless noted, calls follow the shape of the dose curve; as a rule, active = well fitted curve in the direction sought with a large enough effect; inconclusive = small, poorly fitted or top-dose-only effect, or another doubt; inactive = no such curve, though single readings can be large; an effect the other way counts as inactive or inconclusive. Compounds were not picked by outcome, and some 1.6% of all compounds hit somewhere here.

Below each compound – Chronic BCR inh | MLL CXXC-DNA inh | TCR act | Tb PFK block | GALK inhibitor | AT treatment | KCNH2 WT inh | TSHR antag | Giardia killer | FBPA coupling cs
- CCC1CCCCN1C(=O)CSc1nc2c(c(=O)n1C)SC(C)C2 (configuration not stated)
    5% | -1% | -4% | 2% | 3% | -3% | 5 | -1 | -27 | 2
- CCOC(=O)C1CN(S(=O)(=O)c2ccc(OC)cc2)c2cc(CC(=O)OC)ccc2O1 (configuration not stated)
    2% | 5% | 6% | 0% | -2% | 3% | 4 | 5 | -8 | 1
- O=C(CSc1ncnc2c1cnn2CCO)Nc1cccc(C(F)(F)F)c1
    -3% | -1% | -1%[46.1 µM] | -6% | 3% | 11% | 1 | -7 | 14 | -4
- Cc1c(C(=O)N(Cc2nccn2C)C(C)C)oc2c(F)cccc12
    1% | -1% | -11% | 0% | -1% | -2% | 2 | -9 | 24 | ·
- COc1ccc(-n2cc(C(=O)c3ccccc3O)cn2)cc1
    ? | -3% | -6% | -7% | 4% | 2% | -2 | -20 | -4 | -3
- COc1ccc(/C=N/n2c(C)nc3c([nH]c4ccccc43)c2=O)cc1CN1CCCC(C)(C)C1
    -10% | 6% | 0% | 1% | 2% | 10% | 3 | -2 | -2 | 1
- C/C(CC(=O)Nc1ccc([N+](=O)[O-])cc1)=N\NC(=O)c1ccccc1O
    ? | -16% | · | -1% | -2% | 1% | -13 | -9 | -18 | 3
- CC(C)[C@H](NC(=O)c1ccccc1F)C(=O)NC1CCCCC1
    ? | · | 10% | 6% | · | -4% | 24 | -9 | 5 | ·
- CC(C)CN(Cc1c(O)ccc2ccccc12)CC(C)C
    0% | 54%[activator] | 3% | -8% | 3% | -4% | -3 | -4 | -8 | -9
- O=S1(=O)CCC(NC(=S)N2CCCCC2)C1 (configuration not stated)
    0% | 3% | -19%[46.1 µM] | -1% | -2% | 1% | -4 | 2 | -16 | 1
- O=C(CN(C(=O)Cn1nnc(-c2ccc(F)cc2)n1)c1ccc(F)c(Cl)c1)NCC1CCCO1 (configuration not stated)
    -2% | 20% | -1% | 0% | -2% | 10% | 24 | 7 | 39[activator] | 7
- COc1cccc(N2C(=O)CN(Cc3ccccc3)C2=S)c1
    1% | 2% | -7% | 10% | -3% | -7% | -4 | -14 | 2 | 0
- Cc1cc(F)c(F)c(C(=O)N2C(C)CCCC2C)c1Cl (configuration not stated)
    1% | -8% | -2% | 4% | -1% | -1% | 12 | -11 | 20 | -2
- O=C(NCc1ccccn1)c1cc2ccccc2oc1=O
    ? | 0% | 2% | -2% | 0% | · | 4 | 8 | 10 | 3
- COc1ccc(S(=O)(=O)N2CCN(CC(=O)NC(Cc3ccccc3)C(C)=O)CC2)cc1 (configuration not stated)
    3% | · | · | 9% | · | 17% | -2 | · | 9 | ·
- O=C(CSc1nnc(Nc2ccccc2F)s1)NCc1ccco1
    -1% | 9% | 2% | -24% | -1% | -4% | 6 | -5 | 22 | 0
- O=C(CCNC(=O)c1ccc(Br)cc1)NCC1COc2ccccc2O1 (configuration not stated)
    ? | 5% | -1% | 1% | -8% | 10% | -33 | -36 | -7 | 2
- Cc1nc(CCNC(=O)Cc2ccc(F)cc2)cs1
    5% | -3% | 0% | -1% | 1% | 10% | -4 | -1 | 20 | 2
- Cc1ccc(C(=O)N[C@H](C(=O)OCC(=O)NC2CCS(=O)(=O)C2)C(C)C)cc1 (some centres not stated)
    ? | 2% | 3%[46.1 µM] | -5% | 0% | -1% | -2 | -12 | -11 | -2
- C=CCOc1ccccc1CNc1ccc2c(c1)OCCO2
    ? | 4% | -3% | -20% | 1% | -2% | 2 | 3 | 3 | -37*
- O=C(COCc1cc(-c2ccco2)on1)NC1CCCCC1
    ? | 37%[activator] | -1% | 1% | -5% | 3% | -7 | 17 | 8 | ·
- O=C(c1cnccn1)N1CCc2c([nH]c3ccccc23)C1c1cccc(Cl)c1 (configuration not stated)
    ? | -1% | -9% | -2% | 0% | -2% | 3 | -4 | -4 | -1
- CCOc1ccc(N2C(=O)Nc3ccccc3C2(O)C(=O)NCc2ccc(C)cc2)cc1 (configuration not stated)
    -5% | -6% | -10% | -3% | 0% | 2% | -9 | -10 | 0 | -1
- CC(=O)Nc1ccc(OC(F)(F)Cl)cc1
    ? | 1% | 6% | 0% | -2% | 3% | -6 | -1 | -20 | 1
- CCN(CC(=O)NCc1ccc(F)cc1)C(=O)c1ccc(Cl)cc1
    3% | 2% | -1% | -1% | 5% | 12% | -9 | -1 | -13 | 0
- N#CC1=C(O)C(c2ccccc2)n2c1nc(=O)c1ccccc12 (configuration not stated)
    12% | -14% | 4% | -4% | -1% | · | -5 | 4 | -18 | -4
- Cc1cccc(Nc2ccc(C(=O)N3CCOCC3)cn2)c1
    ? | 0% | -1% | -2% | 0% | -1% | i | -3 | -5 | -1
- O=C(O)c1cccc(N2C(=O)c3cccc4cccc(c34)C2=O)c1
    1% | -8% | · | 6% | -7% | 9% | 8 | -1 | 18 | 4
- COC(=O)Cc1csc(Nc2ccccc2)n1
    ? | 5% | 7%[46.1 µM] | 6% | 3% | -1% | -10 | -3 | 1 | 2
- Nc1ncnc(Nc2ccccn2)c1[N+](=O)[O-]
    ? | -5% | -14% | -7% | 3% | -2% | -21 | 5 | 20 | 1
- CSc1cccc(NC(=S)N2CCC(N(C)C3CCCC3)CC2)c1
    -2% | 6% | -4% | -2% | 1% | 3% | 21 | 3 | -3 | 1
- COC(=O)c1ccccc1NC(=O)Cn1nc(C(F)(F)F)c2c1CCC2
    -2% | -10% | -2% | -3% | 1% | -7% | 4 | -6 | 3 | -1
- O=C(CCc1nc2ccccc2c(=O)[nH]1)Nc1cc(Cl)ccc1N1CCCCC1
    ? | · | 6% | 0% | · | 8% | 3 | 1 | 3 | ·
- O=c1ccc(-c2nc3cc(Cl)ccc3n2Cc2ccccc2)c[nH]1
    ? | -14% | 3% | 1% | -2% | 4% | 6 | 1 | 8 | 2
- O=C(CCn1cnc2ccccc2c1=O)Nc1nc(-c2ccc(Br)cc2)cs1
    -10% | -6% | 2%[46.1 µM] | -5% | 0% | 10% | 14 | 39 | 12 | 9
- O=c1onc(-c2ccc(Cl)cc2Cl)n1-c1cccnc1
    0% | 0% | -6% | -2% | -2% | -1% | -4 | -12 | 4 | -2
- Cc1nc2ccc(NC(=O)C3CCN(S(=O)(=O)c4cccs4)CC3)cc2s1
    -2% | 1% | · | 0% | 1% | -3% | 9 | -9 | 1 | -2
- CCCCN1c2cc(C)c(O)cc2C(C(=O)OCC)C1C (configuration not stated)
    ? | 2% | 1% | 3% | 0% | -3% | -3 | -4 | -10 | -6
- Cc1ccccc1NC(=O)Cc1nc(COC(=O)c2ccc(S(C)(=O)=O)c([N+](=O)[O-])c2)cs1
    ? | · | -23% | 0% | · | -5% | -23 | ? | 8 | ·
- O=C(CCN1CCc2ccccc2C1)Nc1ccc(F)cc1
    ? | 0% | · | -3% | 0% | 1% | 9 | 0 | 17 | -1
- Cc1cc2oc(C(=O)Nc3ccc(S(=O)(=O)Nc4onc(C)c4C)cc3)cc(=O)c2cc1Cl
    ? | -10% | -4% | 1% | · | -6% | -1 | 0 | 5 | -1
- CCN1CCc2c(sc(NC(=S)NC(=O)c3ccccc3)c2C#N)C1
    ? | 19% | -3% | -30% | 0% | 5% | 2 | -2 | 33[activator] | -4
- Cc1nc(N)c(C#N)c(-c2ccccc2Cl)c1C
    -9% | 2% | -1% | -4% | 3% | · | -8 | -7 | 34[activator] | -1
- Cc1noc(C)c1S(=O)(=O)N1CCC(C(=O)N2CCN(Cc3ccc4c(c3)OCO4)CC2)CC1
    ? | -3% | 3% | 0% | -1% | -1% | 7 | -1 | 30 | 1
- CN(c1ccccc1)c1nc(N)c([N+](=O)[O-])c(NCCO)n1
    1% | 0% | -5% | -4% | 0% | 2% | -4 | -6 | -16 | 4
- CC(=O)N1CCC(c2c[nH]c3ccccc23)CC1
    -18% | 7% | 9% | 0% | 0% | -2% | 16 | -17 | 3 | -2
- Oc1c(Br)cc(Br)cc1C=Nc1cccnc1
    -2% | -10% | 6% | -21% | · | 0% | 2 | -17 | 3 | -6
- O=C(Nc1ccccn1)c1cc(-c2cccc(Cl)c2)nc2ccccc12
    13% | -2% | -4% | -22% | 0% | 2% | -11 | 7 | 9 | 0
